Assay outcomes deposited in PubChem BioAssay by several laboratories.
NadD block = inhibitors of Staphylococcus aureus NadD | inhibition, % at 20 µM | purified NadD enzyme, colorimetric absorbance read-out | 0.78% of 360,000 active; in the data active means inhibition above about 26%; further: some compounds past the cut are filed as inactive
LMPTP block = LMPTP (human) inhibition. recombinant LMPTP-A, OMFP fluorogenic substrate, fluorescence intensity. 0.22% of 360,000 active. inhibition, % at 20 µM;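 active means compounds that cut the enzyme signal by at least half of the control window in the single-dose screen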;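 further: plate controls were DMSO wells with enzyme plus substrate for no effect and substrate without enzyme for full effect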
Target sequence (P24666 whole entry, looked up): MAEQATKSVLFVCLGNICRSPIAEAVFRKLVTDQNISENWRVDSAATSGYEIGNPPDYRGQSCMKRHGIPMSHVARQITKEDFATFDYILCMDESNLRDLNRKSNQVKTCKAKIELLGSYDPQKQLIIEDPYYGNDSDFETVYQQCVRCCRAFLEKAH
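Test system: LMPTP-A, protein tyrosine phosphatase of low molecular weight; Input: 0.625 nM enzyme; Incubation: 50 min dark incubation at room temperature; Signal: endpoint fluorescence intensity from OMFP dephosphorylation; Read-out basis: % inhibition versus control wells.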
DNMT1 inh = DNMT1 (human) enzyme inhibition; P26358; DNMT1 molecular beacon, Hinp1I cleavage, fluorescence; inhibition (reported as % activation of signal), % at 10 µM; 0.83% of 360,000 active; in the data active means inhibition above about 50%
SKN-1 inh = blocks SKN-1 activity in C. elegans; C. elegans VP596 Pgst-4::GFP/RFP ratio, acrylamide-induced, 24 h; inhibition, % at 21.8 µM; 0.49% of 360,000 active;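 active means interference check ratio from 0.5 to 1.5 plus GFP to RFP signal ratio inhibition reaching or exceeding a fixed threshold, cut at about 30% in these data, passing the limit was not always enough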; further: some compounds called inactive have numbers as strong as hits
Scp-1 inhibitor = inhibitors of human Scp-1 phosphatase. AID 493091. Recombinant Scp1, phosphopeptide, malachite green phosphate absorbance. inhibition, % at 20 µM. 0.88% of 340,000 active;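 active means inhibition above about 50% at 20 µM, limit read from the data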;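 further: plate controls were DMSO wells with enzyme for no effect and wells lacking enzyme for full effect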
Target sequence (Q9GZU7 76-261 limits assumed): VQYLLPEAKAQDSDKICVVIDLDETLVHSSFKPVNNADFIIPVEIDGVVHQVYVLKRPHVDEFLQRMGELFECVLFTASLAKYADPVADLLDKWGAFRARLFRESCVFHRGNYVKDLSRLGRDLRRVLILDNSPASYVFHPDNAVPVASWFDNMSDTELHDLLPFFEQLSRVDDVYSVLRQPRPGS
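Material – SCP-1 phosphatase catalytic domain, residues 76-261 · Buffer or medium – Acidic Tris acetate buffer with magnesium and detergent · Also added – Phospho 17-mer peptide substrate · Compound – single 20 µM dose, 1% DMSO · Times – 45 min room-temperature reaction, 5 min colour, 30 min stabiliser · Technique – Phosphate-binding colour reagent, absorbance read at 630 nm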
STEP block = blocks human striatal-enriched tyrosine phosphatase; P54829; recombinant STEP, OMFP fluorogenic substrate, fluorescence; inhibition, % at 20 µM; 0.25% of 360,000 active; AID 588621;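 active means inhibition at 20 µM, scaled per plate between control wells, above about 37%, limit read from the data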;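 further: 0% = DMSO with enzyme and substrate and 100% = substrate only without enzyme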
Target sequence (P54829 whole entry, looked up): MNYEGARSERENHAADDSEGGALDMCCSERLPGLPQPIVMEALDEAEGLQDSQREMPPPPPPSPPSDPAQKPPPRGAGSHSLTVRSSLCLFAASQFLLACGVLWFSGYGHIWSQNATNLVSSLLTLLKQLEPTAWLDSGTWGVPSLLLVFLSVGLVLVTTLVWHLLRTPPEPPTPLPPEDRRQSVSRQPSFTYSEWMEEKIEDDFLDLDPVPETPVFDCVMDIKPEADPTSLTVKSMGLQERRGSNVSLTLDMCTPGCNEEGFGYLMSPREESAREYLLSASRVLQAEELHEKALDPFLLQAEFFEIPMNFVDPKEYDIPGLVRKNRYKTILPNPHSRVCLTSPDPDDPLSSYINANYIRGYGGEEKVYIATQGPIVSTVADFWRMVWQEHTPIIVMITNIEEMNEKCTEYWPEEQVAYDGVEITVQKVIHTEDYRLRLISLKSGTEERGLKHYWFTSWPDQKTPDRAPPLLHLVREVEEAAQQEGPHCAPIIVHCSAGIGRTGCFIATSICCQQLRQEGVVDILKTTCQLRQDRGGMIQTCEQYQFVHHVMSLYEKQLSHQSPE
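Assay system: isolated STEP enzyme. Buffer or medium: pH 6.0 Bis-Tris with DTT and Tween 20. Also added: fluorogenic phosphatase substrate OMFP at 25 µM final. Dosing: 20 µM, 1% DMSO. Timing: 20 min reaction, room temperature, in the dark. Measured by: fluorescence intensity, excitation 480 nm, emission 540 nm. Evaluation: normalized % inhibition.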
Neddylation inh = cullin neddylation inhibition. P61081+Q13564. TR-FRET cullin neddylation, biochemical. calls only at 25 µM. 0.58% of 360,000 active; in the data active means inhibition above about 36%
NRP1-CendR mod = alters CendR peptide binding to human NRP-1 | O14786 | inhibition, % at 25 µM | AID 602438 | FAM-RPARPAR peptide binding to NRP-1, fluorescence polarization | 0.85% of 360,000 active;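 active means inhibition or corrected inhibition above about 18%, plus a signal ratio from 0.5 to 1.5, limit read from the data, passing the limit was not always enough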; further: strong numbers were not always called active
SUMO1-SIM PPI = alters human SUMO1 binding to SIM partners | P63165 | SUMO1 binding to a labelled peptide, TR-FRET, 1 h | inhibition, % at 20 µM | 0.33% of 360,000 active | AID 602429; in the data active means inhibition above about 37%
Target sequence (P63165 whole entry, looked up): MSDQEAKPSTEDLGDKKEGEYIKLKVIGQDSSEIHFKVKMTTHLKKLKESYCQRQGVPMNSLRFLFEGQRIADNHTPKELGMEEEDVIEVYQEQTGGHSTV
Tb MetRS inh = Trypanosoma brucei MetRS inhibition. purified T. brucei MetRS, ATP depletion, Kinase-Glo luminescence. inhibition, % at 11.9 µM. 0.4% of 360,000 active. AID 624268;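 active means inhibition above a per-plate cutoff of the control wells' mean inhibition plus 3 SD, cut at about 5.5% in these data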;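 further: 0% = DMSO wells median and 100% = median of wells with control inhibitor compound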
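Assay system: T. brucei methionyl-tRNA synthetase, purified | Medium: HEPES buffer with MgCl2, KCl, DTT, spermine, BSA, pyrophosphatase | Compound: 11.9 µM single point | Incubation: 15 min enzyme-compound preincubation, 2 h reaction, 10 min detection, 25 °C | Measured by: Kinase-Glo luciferase luminescence reporting remaining unconsumed ATP | Measure: % inhibition normalized to control-well medians | Replication: Singlicate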
An asterisk follows results filed as active; i = inactive; x = not tested or not shown.

SMILES	NadD block	LMPTP block	DNMT1 inh	SKN-1 inh	Scp-1 inhibitor	STEP block	Neddylation inh	NRP1-CendR mod	SUMO1-SIM PPI	Tb MetRS inh
Clc1ss/c(=N\c2ccccn2)c1Cl	-3	1.8	-20	-1	0	2	i	-8	-5	-0.5
FC(F)(F)c1cc(N2CCOCC2)nc(-c2ccccc2)n1	0	0.0	-2	16	-7	-1	i	-14	4	-0.1
O=C(O)CC(C(=O)N(c1ccccc1)c1ccccc1)N1CCOCC1 (stereo unspecified)	0	-3.6	3	-4	14	-2	i	-6	-3	-0.2
COc1ccccc1CNC(=O)c1cnccn1	2	0.4	13	6	56*	-2	i	-10	2	-1.0
CC(=O)c1cccc(OCc2cc(C(=O)N(C)CCc3cnn(C)c3)no2)c1	-5	-2.4	0	8	1	-1	i	1	-5	-0.3
NC(=S)N/N=C/c1coc2ccc(O)cc2c1=O	-6	-1.0	-2	-3	3	-1	i	-2	-12	-0.6
CC(C)(O)C#Cc1ccc(CN2CCCC(CNC(=O)c3ccco3)C2)cc1 (stereo unspecified)	-3	-1.7	0	6	-55	1	i	20	2	-0.4
Cc1ccc2oc(-c3cccc(NC(=O)c4ccc(Br)o4)c3)nc2c1	8	0.6	-12	-24	3	-2	i	-14	-1	-0.6
Nc1ccc(O)c2c(=O)cc(-c3ccccc3Cl)oc12	-1	6.9	-2	9	6	1	i	24	-4	-0.3
Cc1cc(C)c2nc(-c3cccc(Cl)c3)c(C)c(C(=O)N3CCOCC3)c2c1	-5	0.4	3	-9	5	-2	i	5	5	-0.7
CC1=CC(=O)[C@H]2C(C)(C)CCC[C@]2(C)[C@@]1(O)CO	6	0.6	0	-1	12	-1	i	9	2	-0.9
N/C(Cc1ccc([N+](=O)[O-])cc1)=N\OC(=O)Cc1ccccc1	-2	-1.3	-2	14	1	-1	i	4	-13	-0.5
Cc1ccc(NC(=O)NCc2nc3ccccc3n2C)cc1	-5	-2.0	1	-12	-1	-3	i	6	6	-1.0
CCC(C)c1nc2c(c(N3CCC3=O)c1-c1ccccc1)CCCC2 (stereo unspecified)	0	-0.1	4	3	-3	2	i	2	5	-0.3
COC(=O)C1=NN[C@H](C(=O)OC(C)(C)C)[C@H]1c1ccccc1	6	-0.9	4	8	-6	-2	i	3	-2	-0.2
O=C(Nc1ccc2oc(-c3ccccc3)nc2c1)c1cc(-n2cnnc2)ccc1Cl	6	1.4	-4	17	-21	0	i	-18	1	0.0
COc1ccc(N2CC(C(=O)NCCc3ccc(Cl)cc3)CC2=O)cc1 (stereo unspecified)	8	-0.7	0	-4	-5	0	i	7	0	-0.2
O=C(Nc1cccc2ccccc12)c1ccc2sc([C@@H]3O[C@H](CO)[C@@H](O)[C@H]3O)nc2c1	-5	-1.2	-3	7	x	-1	i	-7	-3	-0.1
COc1ccccc1C(c1nnnn1C(C)(C)C)N1CCN(Cc2ccncc2)CC1 (stereo unspecified)	-2	-6.9	0	-7	-7	-8	i	2	-3	-1.3
COc1ccccc1-n1nc(C)c(-c2ccccc2)c1N	-9	1.1	1	-11	-10	-2	i	-3	2	-0.3
COc1ccc(N2CCN(C(=O)CN3CCN(c4nc(-c5ccc(F)cc5)cs4)CC3)CC2)cc1	-11	1.3	-9	4	-5	3	i	0	0	-0.6
Cc1cc(Br)cn2c(Cc3ccccc3C(F)(F)F)c(C3CCCCC3)nc12	5	1.6	0	12	x	0	i	5	19	-1.0
COc1cccc(NC(=O)CCNS(=O)(=O)c2ccc3c(c2)CC(C)N3C(=O)C2CC2)c1 (stereo unspecified)	-3	-0.2	-1	-7	-6	2	i	8	4	0.2
CCN1CCN(C(c2cccs2)C(C)NS(=O)(=O)c2ccc(F)cc2)CC1 (stereo unspecified)	-4	-1.4	6	-17	-1	-4	i	12	0	-0.9
O=C(COc1ccc2oc(-c3ccco3)cc(=O)c2c1)N1CCCCC1	-3	2.9	15	9	60*	8	x	3	-26	0.0

(listing goes on)
SMILES	NadD block	LMPTP block	DNMT1 inh	SKN-1 inh	Scp-1 inhibitor	STEP block	Neddylation inh	NRP1-CendR mod	SUMO1-SIM PPI	Tb MetRS inh
CC(C)(C)NC(=O)COC(=O)c1cc(F)c(F)cc1Cl	8	0.5	3	-6	-5	-4	i	6	1	-0.7
O=C(CCCN1C(=O)C2CC=CCC2C1=O)Nc1ccccc1F (stereo unspecified)	-6	-0.4	0	12	-5	2	i	3	-5	-0.3
N#CCC(=N)N1CCN(c2cccc(Cl)c2)CC1	4	0.1	-5	4	-7	-8	i	5	0	-0.2
COc1ccc(C(=O)NCCNC(=O)c2ccc(OC)cc2)cc1	-2	0.4	-4	1	-6	-2	i	-13	4	-0.3
Brc1cccc(/C=N\n2cnnc2)c1	9	-0.2	0	7	-5	-2	i	-13	1	-0.5
O=C(Nc1ccc(Cc2ccc(NC(=O)C3CC3)c(O)c2)cc1O)C1CC1	-7	-1.6	-4	-6	-6	1	i	10	2	-0.2
O=C1CCC(=O)N(O)CCCCCNC(=O)CCC(=O)N(O)CCCCNC(=O)CCC(=O)N(O)CCCCCN1	4	-1.6	7	-3	-4	0	i	-1	-1	1.0
O=c1[nH]cnc2c1c(-c1ccccc1)cn2-c1ccc(F)cc1	1	-0.1	8	0	-4	0	i	3	11	-1.1
CCC(C(=O)N1CCOCC1)n1nc(C)n2c(cc3cc(C)ccc32)c1=O (stereo unspecified)	0	-1.3	1	6	-2	1	i	12	-4	-0.5
Cc1nc(C(=O)NNC(=O)c2c(-c3c(Cl)cccc3Cl)noc2C)cs1	-8	-0.9	0	7	7	2	i	1	-6	0.5
O=C(COc1cc(F)ccc1[N+](=O)[O-])Nc1cccc(Br)c1	-5	1.1	6	12	-7	2	i	3	-6	-0.2
N#Cc1ccccc1/C=N/Nc1nc(-c2ccccc2)c2cc(Br)ccc2n1	22	11	73*	5	1	-7	i	-5	11	-0.3
COc1ccnc(CSC(N)=Nc2ccc(F)cc2)c1	4	1.3	1	-1	-5	-3	i	-14	-9	-0.4
Cc1ccc(S(=O)(=O)N2CCC(NC(=O)c3ccccc3)CC2)cc1	-5	-0.2	0	-11	-3	-3	i	-1	1	2.0
Clc1ccc(OCc2cc(-c3ccccc3)no2)c(Cl)c1	7	3.8	-7	12	-23	1	i	-8	1	2.5
O=C(N/C(=C/c1cccs1)C(=O)N1CCOCC1)c1ccccc1	1	-0.1	2	8	0	0	i	2	-4	-0.5
CC(=O)c1cccc(NC(=O)c2cc(-c3ccc(F)cc3)on2)c1	-1	-1.7	16	4	-2	2	i	2	-3	-0.4
c1ccc(C[C@H]2COc3c4ccccc4nn32)cc1	x	0.2	x	6	x	x	i	26*	-2	-0.3
Cc1cc(C)cc(N(CC(=O)NC(C)C)C(=O)CCC(=O)Nc2ccccn2)c1	-3	-1.0	2	5	6	-3	i	0	4	-1.4
CC(=O)N/N=C(\N)c1nonc1N	-4	-0.3	-5	-11	-7	0	i	16	0	-0.3
CCCN(C(=O)C(C)Oc1cccc(Cl)c1)c1c(N)n(Cc2ccccc2)c(=O)[nH]c1=O (stereo unspecified)	-5	-1.3	-2	0	-7	0	i	4	-1	-0.6
CN1OC[C@@H]2CN(C(=O)CCc3ccccc3)[C@H](c3cccc(-c4ccccc4)c3)C[C@@H]21	2	-0.5	5	13	4	-2	i	-2	0	-1.7
Cn1c(/C=C/c2ccc(Cl)cc2Cl)c([N+](=O)[O-])c(=O)n(C)c1=O	-5	-0.2	5	8	-10	0	i	-4	6	-0.4
Cn1c(=O)c(=O)n(C)c2cc(S(=O)(=O)CCC(=O)Nc3cccc(C(F)(F)F)c3)ccc21	-1	-0.6	3	1	19	-1	i	-3	2	-0.5
COC(=O)N1CCCCC1c1cc(C(=O)NCc2ccc(Cl)c(Cl)c2)no1 (stereo unspecified)	-6	1.1	-3	21	x	-4	i	-4	-2	-0.1

Following part.
SMILES	NadD block	LMPTP block	DNMT1 inh	SKN-1 inh	Scp-1 inhibitor	STEP block	Neddylation inh	NRP1-CendR mod	SUMO1-SIM PPI	Tb MetRS inh
CCC(CC)C(=O)Nc1nnc(S(=O)(=O)N2CCCC2)s1	2	-0.4	1	-6	-6	-4	i	-14	3	-0.1
Cc1ccc(NCc2nnc(SCCN3CCCCC3)n2CC2CCCO2)cc1Cl (stereo unspecified)	-8	0.4	1	3	-4	-2	i	-2	2	-0.4
COc1ccc2c(CCNC(=O)c3ccco3)c[nH]c2c1	-2	-0.5	-8	24	-5	0	i	7	-2	-0.4
CN(C)c1ccc([N+](=O)[O-])cc1C(=O)O	2	-0.3	6	15	-2	-1	i	-6	-21	-0.4
O=C(c1cc(-c2cccc(O)c2)on1)N1CCCC1	-1	1.8	-3	14	-1	0	i	-5	40	0.7
Clc1ccc(COc2ccccn2)cc1Cl	-2	-1.1	1	-5	-4	-3	i	6	-3	-0.7
CC(=O)N(C)c1ccc(NC(=O)C(F)(F)F)cc1	-1	-0.3	-4	16	0	-3	i	5	-1	0.5
Cc1ccc(F)cc1CNC(=O)C1CCC(=O)N(C2CC2)C1 (stereo unspecified)	1	0.8	5	-4	6	1	i	14	4	0.0
Cc1cc(C)c2nc(NNC(=O)c3ccc(S(=O)(=O)N4CCc5ccccc5C4)cc3)sc2c1	60*	2.2	-24	0	-8	2	i	-3	-3	0.0
CC1(C(=O)Nc2ccccc2)Cc2c(-c3cccc(C(N)=O)c3)ccnc2O1 (stereo unspecified)	1	-0.1	-3	11	x	2	i	-5	1	-0.3
CCOC(=O)c1cnc(SC)nc1N1CCCC1	1	2.9	3	5	0	0	i	3	0	-1.1
COc1cccc(N2C(C(C)=O)=NN(c3ccccc3)C2c2ccc(N3CCOCC3)cc2)c1 (stereo unspecified)	3	5.8	-9	-2	-2	0	i	-35	-3	-0.3
COc1ccccc1N1CCN(C(=O)Nc2ccc([N+](=O)[O-])cc2)CC1	-9	-1.6	0	15	-5	-4	i	8	-11	-0.1
